# yeast rad50: NCI yeast anticancer drug screen, S. cerevisiae rad50 strain; AID 155, 2004; % growth inhibition at 50 µM; actives 10% (n = 79,000);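 further: 0% = growth of vehicle-only cultures of the same strain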
#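 Yeast carrying a defined DNA repair defect were exposed to test compounds, and growth was compared with vehicle-treated controls to give percent inhibition.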
# mlh1 rad18: NCI yeast anticancer drug screen, S. cerevisiae mlh1 rad18 strain. growth inhibition, % at 50 µM. actives 11% (n = 79,000). AID 175, 2004;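 further: 0% = growth of vehicle-only cultures of the same strain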
#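 Cells of a genetically altered yeast strain, deficient in DNA damage repair, were treated with compound. Their growth was then compared with that of vehicle-treated cultures to give inhibition.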
# yeast mec2-1: NCI yeast anticancer drug screen, S. cerevisiae mec2-1 strain. growth inhibition, % at 50 µM. actives 9% (n = 79,000);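 further: 0% = growth of vehicle-only cultures of the same strain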
#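 Cells of the genetically defined mec2-1 yeast strain are incubated with test compound. Inhibition of growth is calculated against vehicle-treated controls.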
# yeast cln2 rad14: NCI yeast anticancer drug screen, S. cerevisiae cln2 rad14 strain; growth inhibition, % at 50 µM; AID 165, 2004; actives 8.3% (n = 78,000);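 further: 0% = growth of vehicle-only cultures of the same strain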
#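 The screen exposed genetically defined yeast (cln2 rad14) to test compounds and scored growth inhibition relative to vehicle-treated controls.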
# bub3: NCI yeast anticancer drug screen, S. cerevisiae bub3 mutant strain; AID 167, 2004; actives 9.9% (n = 78,000); % growth inhibition at 50 µM;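 further: 0% = growth of vehicle-only cultures of the same strain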
#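 Mutant yeast screening strain plus compound; vehicle-treated cultures serve as the 0% inhibition reference.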
# sgs1 mgt1: NCI yeast anticancer drug screen, S. cerevisiae sgs1 mgt1 strain; % growth inhibition at 50 µM; actives 10% (n = 78,000);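 further: 0% = growth of vehicle-only cultures of the same strain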
#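 Genetically altered yeast, compound exposure, growth inhibition relative to vehicle.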
# * marks the source's active call; other numbers are inactive results; / = not tested or not shown; & = joins results of further samples. No stated cut-off is given here; in the data, active means growth inhibition above about 70%; inactive means the rest. No enrichment for hits; about 14% have a hit in one of these screens.
no.	mol	sgs1 mgt1	yeast mec2-1	yeast rad50	bub3	mlh1 rad18	yeast cln2 rad14
1	Cc1nc(-c2ccccc2)c(Cc2ccccc2O)c(=O)[nH]1	-14	-29	-15	-41	-13	-18
2	CCCCCCCCCCCC[n+]1ccccc1 (tested in a mixture with another compound)	99*	99*	99*	99*	99*	98*
3	COc1ccc(NC(=S)/C(=C(\[O-])c2ccc([N+](=O)[O-])cc2)[n+]2ccc(C(C)C)cc2)cc1	-20	-5	-10	-1	21	-17
4	O=C(O)c1ccccc1F	5	-5	4	-3	13	-5
5	CC1(C)N=C(N)N=C(N)N1CCCCc1ccccc1	-27	-42	-24	-72	-17	-25
6	Cc1nc(C(N)=S)sc1C(=O)CC(=O)C(=O)Nc1ccc(Br)cc1	-24	-38	2	-26	-15	1
7	CC1CCC(C(C)(C)NO)C(=O)C1 (stereo not drawn)	-5	0	-3	-2	1	-8
8	CN(C)c1ccc2[nH]c3ccccc3c2c1	8	19	5	4	-5	-5

# (list continues)
no.	mol	sgs1 mgt1	yeast mec2-1	yeast rad50	bub3	mlh1 rad18	yeast cln2 rad14
9	CN(C)/C=N/N1CCN(C)CC1	-2	7	1	-13	-10	-65
10	CCCCCN(CCCCC)C(=O)C(C)C	5	8	-4	-2	6	-30
11	NC(=O)c1cncn1C1OCC(O)C(O)C1O (stereo not drawn)	4	6	10	3	-20	-7
12	Cn1c(=O)c2cc3c(=O)n(C)c(=O)n(C)c3nc2n(C)c1=O	7	-1	3	-7	3	-56
13	COCC(O)CNCCN (stereo not drawn)	-7	-23	-11	-1	7	-24
14	CC/C(=C(\CC)c1ccc(OC2C=CCCC2)cc1)c1ccc(OC2C=CCCC2)cc1 (stereo not drawn)	7	-5	28	-14	0	-3
15	Cc1cccc(Nc2nc(NNC(=O)Cc3ccccc3)nc(NNC(=O)c3ccncc3)n2)c1	42	-13	17	23	19	33
16	O=C(OC1CCCC1)c1ccccc1Cl	4	9	24	-2	23	-22

# Going on with the list:
no.	mol	sgs1 mgt1	yeast mec2-1	yeast rad50	bub3	mlh1 rad18	yeast cln2 rad14
17	O=C(O)C(O)Cc1ccc(O)cc1 (stereo not drawn)	4	1	-3	-13	-6	39
18	COC(=O)c1c(C)cccc1C(=O)c1ccc(C)cc1C	11	0	2	5	23	3
19	OCCSCc1cc2c(cc1Br)OCO2	-12	-2	-30	12	2	20
20	SC1c2ccccc2-c2ccccc21	8	3	30	-30	2	7
21	O=C(NC(=O)c1ccc([N+](=O)[O-])cc1)Nc1ccccc1	-1	-4	10	-15	5	-25
22	O=C(CCc1nnc2s/c(=C\c3ccccc3Cl)c(=O)n12)Nc1cc(Cl)ccc1Cl	-37	-15	3	-5	-15	-22
23	CS(=O)(=O)Nc1ccc(Nc2c3ccccc3nc3ccccc23)cc1	14	26	92*	38	35	19
24	O=C(NC(=O)C1(C(=O)O)CCCC1)Nc1ccccc1	6	-7	8	27	-9	-39

# Other entries.
no.	mol	sgs1 mgt1	yeast mec2-1	yeast rad50	bub3	mlh1 rad18	yeast cln2 rad14
25	Nc1nc(Cc2ccccc2)nc(Cc2ccccc2)c1-c1ccccc1	97*	97*	96*	96*	96*	94*
26	Cc1ccc(SC2=C(N(C)C)C(=O)c3ccccc3C2=O)cc1	77*	14	96*	95*	90*	58
27	N#Cc1c(C(F)(F)F)cc(-c2cccs2)nc1SC(C(=O)Nc1cc(C(F)(F)F)cc(C(F)(F)F)c1)c1ccccc1 (stereo not drawn)	10	-14	14	9	10	17
28	O=[N+]([O-])c1cccc(N=C2c3ccccc3CN2c2cccc([N+](=O)[O-])c2)c1	-5	6	-23	12	0	27
29	Cc1ccc2nsnc2c1[N+](=O)[O-]	-16	-1	10	-2	-8	-15
30	Cc1cccc(C=NC23CC4CC(CC(C4)C2)C3)c1	-41	-41	-30	-45	-43	-31
31	COc1ccc(-c2cc(-c3ccc(OC)cc3)cc(-c3ccc(OC)cc3)c2)cc1	-15	-23	-20	-14	-17	-28
32	COc1ccc(Nc2cccc(Cl)c2)cc1	96*	98*	97*	96*	98*	96*

# Other structures
no.	mol	sgs1 mgt1	yeast mec2-1	yeast rad50	bub3	mlh1 rad18	yeast cln2 rad14
33	CC(=O)Nc1ccc(/C=N/NC(=O)C(O)(c2ccccc2)c2ccccc2)cc1	3	-1	19	0	-1	4
34	O=C(Nc1ccc([N+](=O)[O-])c2c1C(=O)c1ccccc1C2=O)c1ccccc1	-6	-12	-8	10	-3	-43
35	CC1=CC(=O)c2c(C=O)c(O)c(O)c(C(C)C)c2C1=O	92*	93*	91*	91*	91*	91*
36	CCOc1ccc(NC(=O)Oc2ccc(-c3ccccc3)cc2)cc1	24	34	16	57	48	-12
37	CCCOC1=C(Br)C(=O)c2ccccc2C1=O	29	22	19	-10	36	-37
38	CC(C)C(N)C(=O)NC(C(=O)NC(C(=O)O)C(C)C)C(C)C (stereo not drawn)	5&4&-5&-6&3&-9	7&8&2&-3&19&3	-2&10&1&-9&-6&-10	2&5&5&8&6&8	/	/
39	O=C(/C=C/c1ccc2c(c1)OCO2)CC(=O)/C=C/c1ccc2c(c1)OCO2	11	20	4	-4	-16	7
40	COC1OCC(OC(=O)c2ccccc2)C(OC(=O)c2ccccc2)C1OC(=O)c1ccccc1 (stereo not drawn)	-4&16	-3&1	20&8	-4&-2	-9&6	0&20

# The list continues:
no.	mol	sgs1 mgt1	yeast mec2-1	yeast rad50	bub3	mlh1 rad18	yeast cln2 rad14
41	CCCCCCCCCCCCCCCCc1c(C(=O)OC)nc(N)[nH]c1=O	-12	-6	-12	1	-35	-8
42	O=C(O)C1C2CCC(O2)C1C(=O)Nc1cccc2cccnc12 (stereo not drawn)	-10	12	15	22	18	-1
43	Cc1nc(C)c(N2CCN(S(=O)(=O)N(Cc3ccccc3)Cc3ccccc3)CC2)c(=O)[nH]1	-32	-6	-23	-6	4	4
44	CC(=O)N=Cc1ccccc1O	-50	-16	-28	-35	-21	-78
45	Cc1cc(C)n(C2=NS(=O)(=O)c3ccccc3N2C)n1	-23	-16	13	-20	-35	12
46	CCN(CC)CCNC(=O)c1c2c(nc3ccccc13)CCCC2	-10	-9	-2	1	-14	-18
47	CCCCn1c(=O)c2c(ncn2C)n(C)c1=O	10	17	17	-2	6	-9
48	CC(=O)c1ccc(N=Nc2ccc3nonc3c2N)cc1	-21	-4	-22	5	-9	-10

# One compound at a time, from the list above. Values in the order: sgs1 mgt1	yeast mec2-1	yeast rad50	bub3	mlh1 rad18	yeast cln2 rad14
# Cc1cc(C)n(C2=NS(=O)(=O)c3ccccc3N2C)n1 is entered as -23	-16	13	-20	-35	12
# Cc1nc(C)c(N2CCN(S(=O)(=O)N(Cc3ccccc3)Cc3ccccc3)CC2)c(=O)[nH]1 is entered as -32	-6	-23	-6	4	4

# (listing goes on)
no.	mol	sgs1 mgt1	yeast mec2-1	yeast rad50	bub3	mlh1 rad18	yeast cln2 rad14
49	O=c1[nH][nH]c(=O)c2c1nc(SCCc1ccccc1)n2Cc1ccccc1	12	5	26	2	15	19
50	CCOC(=O)C1(C(C)CC(C)=O)CCCC1=O (stereo not drawn) (tested in a mixture with another compound)	22	-8	23	6	4	-3
51	Cc1ccc(C=NC23CC4CC(CC(C4)C2)C3)cc1	-24	-29	-3	-36	-20	-25
52	O=C(O)c1cccc(C(=O)O)c1Sc1ccccc1	6	2	2	0	12	11
53	Oc1ccc(C2(c3ccc(O)c(Cl)c3)CC3CCC2C3)cc1Cl (stereo not drawn)	99*	99*	98*	99*	99*	99*
54	C=C1C(=O)C23OC2C1CCC(=O)C1(C)CC[C@H](OC(C)=O)C(C)(C)[C@H]1CC3O (stereo partly drawn)	100*	100*	99*	99*	99*	99*
55	CC(=O)OC1CCC2(C)C(CCC3C2C(=O)C(OC(C)=O)C2(C)C3CC3OC4(CCC(C)CO4)C(C)C32)C1 (stereo not drawn)	-11	-20	-10	-24	-7	4
56	COc1ccccc1C1=Nc2ccccc2N=C(c2ccccc2O)C1	35	2	-11	50	30	-8

# 18 entries from above in another layout:
# Under each structure: sgs1 mgt1	yeast mec2-1	yeast rad50	bub3	mlh1 rad18	yeast cln2 rad14
36	CCOc1ccc(NC(=O)Oc2ccc(-c3ccccc3)cc2)cc1
  24	34	16	57	48	-12
37	CCCOC1=C(Br)C(=O)c2ccccc2C1=O
  29	22	19	-10	36	-37
38	CC(C)C(N)C(=O)NC(C(=O)NC(C(=O)O)C(C)C)C(C)C (stereo not drawn)
  5&4&-5&-6&3&-9	7&8&2&-3&19&3	-2&10&1&-9&-6&-10	2&5&5&8&6&8	/	/
39	O=C(/C=C/c1ccc2c(c1)OCO2)CC(=O)/C=C/c1ccc2c(c1)OCO2
  11	20	4	-4	-16	7
40	COC1OCC(OC(=O)c2ccccc2)C(OC(=O)c2ccccc2)C1OC(=O)c1ccccc1 (stereo not drawn)
  -4&16	-3&1	20&8	-4&-2	-9&6	0&20
41	CCCCCCCCCCCCCCCCc1c(C(=O)OC)nc(N)[nH]c1=O
  -12	-6	-12	1	-35	-8
42	O=C(O)C1C2CCC(O2)C1C(=O)Nc1cccc2cccnc12 (stereo not drawn)
  -10	12	15	22	18	-1
43	Cc1nc(C)c(N2CCN(S(=O)(=O)N(Cc3ccccc3)Cc3ccccc3)CC2)c(=O)[nH]1
  -32	-6	-23	-6	4	4
44	CC(=O)N=Cc1ccccc1O
  -50	-16	-28	-35	-21	-78
45	Cc1cc(C)n(C2=NS(=O)(=O)c3ccccc3N2C)n1
  -23	-16	13	-20	-35	12
46	CCN(CC)CCNC(=O)c1c2c(nc3ccccc13)CCCC2
  -10	-9	-2	1	-14	-18
47	CCCCn1c(=O)c2c(ncn2C)n(C)c1=O
  10	17	17	-2	6	-9
48	CC(=O)c1ccc(N=Nc2ccc3nonc3c2N)cc1
  -21	-4	-22	5	-9	-10
49	O=c1[nH][nH]c(=O)c2c1nc(SCCc1ccccc1)n2Cc1ccccc1
  12	5	26	2	15	19
50	CCOC(=O)C1(C(C)CC(C)=O)CCCC1=O (stereo not drawn) (tested in a mixture with another compound)
  22	-8	23	6	4	-3
51	Cc1ccc(C=NC23CC4CC(CC(C4)C2)C3)cc1
  -24	-29	-3	-36	-20	-25
52	O=C(O)c1cccc(C(=O)O)c1Sc1ccccc1
  6	2	2	0	12	11
53	Oc1ccc(C2(c3ccc(O)c(Cl)c3)CC3CCC2C3)cc1Cl (stereo not drawn)
  99*	99*	98*	99*	99*	99*

# New compounds follow
no.	mol	sgs1 mgt1	yeast mec2-1	yeast rad50	bub3	mlh1 rad18	yeast cln2 rad14
57	Cc1ccc2c(c1)C(C)CC2(C)C (stereo not drawn)	-5	-7	2	9	2	4
58	C/C(=N\O)c1ccc2c3c(ccc([N+](=O)[O-])c13)CC2	-6	29	13	85*	88*	35
59	O=C(Nc1nc2ccc([N+](=O)[O-])cc2s1)C(=O)C(C1OC(=O)c2ccccc21)[N+](=O)[O-] (stereo not drawn)	89*	87*	89*	84*	76*	68
60	CCCCCCCCCCCCCCNC1=C(C)C(=O)C(NCCCCCCCCCCCCCC)=C(OC)C1=O	34	3	4	2	4	-5
61	COC(=O)c1ccc(Nc2nc3nc[nH]c3c(=O)[nH]2)cc1	16	-4	12	4	-27	8
62	CNC(=S)N(C)C(=S)Nn1c(=O)c(C)nn(C)c1=S	87*	80*	71*	78*	73*	58
63	CCCC(=O)c1ccc2c(ccc(=O)n2C)c1	-5	-9	12	29	16	38
64	CC(NC(=O)C(C)(C)NC(=O)C(CC(=O)OCc1ccccc1)NC(=O)OCc1ccccc1)C(N)=O (stereo not drawn)	-4	4	-25	5	1	-10

# Further compounds:
no.	mol	sgs1 mgt1	yeast mec2-1	yeast rad50	bub3	mlh1 rad18	yeast cln2 rad14
65	Oc1[nH]c2ccccc2c1N=Nc1nc(-c2ccc(Br)cc2)cs1	-17	-25	-25	12	6	-10
66	CC(=O)OCC1OCOC1C1OCOC1C (stereo not drawn)	-2	-1	24	-8	9	7
67	[N-]=[N+]=N[Si](c1ccccc1)(c1ccccc1)c1ccccc1	2	-11	-17	-8	7	8
68	CCOc1cc2c(=O)oc3c(OC)ccc4ccc(c1OC)c2c43	-20	1	13	-45	-51	9
69	C(=NCCSSCCN=Cc1ccccc1)c1ccccc1	19	10	12	-12	22	10
70	CCOC(=O)C1CC1c1ccccc1 (stereo not drawn)	0	-8	6	-4	8	-9
71	COc1ccc(C2S/C(=C\c3ccccc3)C(=O)N2NC(=O)Cc2ccccc2)cc1 (stereo not drawn)	-8	-54	-13	-19	-12	-70
72	CCCCCNN	-8	-5	1	-7	27	10

# (further entries)
no.	mol	sgs1 mgt1	yeast mec2-1	yeast rad50	bub3	mlh1 rad18	yeast cln2 rad14
73	CCOC(=O)c1ccc(NC(=O)Nc2ccc(F)cc2)cc1	1	0	4	32	6	12
74	CCOCCNCc1ccc(Cl)c(Cl)c1	3	0	4	-6	-8	21
75	CCOC(=O)/C(F)=C/c1ccc(C#N)cc1	-4	-20	29	8	16	4
76	CCC(C)[N-]c1cccc[n+]1[O-].CCC(C)[N-]c1cccc[n+]1[O-].[Cu+2] (stereo not drawn)	-10	-4	8	-18	-18	-2

# Bioassay records from PubChem BioAssay.
